GALK inh: qHTS Assay for Inhibitors of Human Galactokinase (GALK). P51570. Purified GALK, Kinase-Glo residual ATP luminescence. Potency, µM (doses to about 57.5 µM), for the others: at the top dose activity change, negative = inhibition, hits mostly inhibitors. 270,000 tested, 0.007% active. AID 1868, 2009; note: potency is the fitted concentration of half-maximal effect
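Kinase-Glo Plus luminescence measured ATP left after a 1 h room-temperature reaction. The reaction used 5 nM GALK, 100 uM galactose and 35 uM ATP at pH 8.0 (20 mM HEPES, 5 mM MgCl2, 60 mM NaCl, 1 mM DTT, 0.01% BSA).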
FBPA coupling cs: qHTS Assay for Inhibitors of Fructose-1,6-bisphosphate Aldolase from Giardia Lamblia: Coupling assay counterscreen | activity change, negative = inhibition, % at 58.2 µM, hits read low | coupling enzyme system counterscreen, AmpLite Red fluorescence | AID 2472, 2010 | 290,000 tested, 0.67% active; in the data active = activity change below about -30%
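Fluorescence at 525 nm excitation and 598 nm emission measured inhibition of the coupled detection system without aldolase. Compounds (at 57.5 uM final) were preincubated 10 min at room temperature with coupling enzyme reagent before a 20 min substrate/AmpLite Red step.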
uPA surface inh: qHTS for Inhibitors of Cell Surface uPA Generation; cell surface uPA generation assay, qHTS; Potency, µM (doses to about 38.3 µM), inactives show at the top dose activity change, negative = inhibition, hits mostly inhibitors; 330,000 tested, 0.31% active; AID 540303, 2011; active = well fitted inhibition curve with a large enough effect; inconclusive = small, poorly fitted or top-dose-only effect; inactive = no such curve, though single readings can be large or run the other way; tested in mouse RAW 264.7 cells; note: potency is the fitted concentration of half-maximal effect; nearly all actives have a fitted effect of over 55% in size
Eya2 inh: qHTS Assay for Inhibitors of the Phosphatase Activity of Eya2. recombinant Eya2, OMFP fluorescence dephosphorylation (OMFP is methylfluorescein phosphate). 330,000 tested, 0.006% active. AID 488837, 2010. Protein phosphatase EYA2 (Homo sapiens), O00167. Potency, µM (highest dose often 76.9 µM), for the others: at the highest dose activity, negative = inhibition, actives largely listed as inhibitors; note: potency is the fitted concentration of half-maximal effect
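Eya2 (0.2 uM) preincubated 10 min at ambient with compound, then OMFP substrate added at 50 uM; 10 min reaction in 50 mM HEPES pH 7.5, 50 mM NaCl, 5 uM MgCl2, 0.05% BSA, 1 mM DTT. Fluorescence read at Ex 485/Em 525 nm.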
Giardia killer: Small Molecules that selectively kill Giardia lamblia: qHTS; Giardia lamblia trophozoite viability; activity change, % at 7.66 µM, hits read low; 340,000 tested, 0.15% active; in the data active = activity change below about -80%; inconclusive = between about -30% and that limit;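 note: parasites exposed to compound for two days anaerobically before the ATP read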
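ATP-content bioluminescence gauges trophozoite survival. Cells (100/well) receive compound and incubate anaerobically for 48 hrs at 37 deg C; detection reagent follows for 15-30 min at room temperature.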
Chronic BCR inh: qHTS Assay to Find Inhibitors of Chronic Active B-Cell Receptor Signaling | ABC-DLBCL IkBa-CBG/CBR reporter, luminescence ratio, 4 h | Potency, µM (top dose mostly 46.1 µM), inactives show at the highest dose ratio change, negative = lower green/red ratio, actives largely listed as inhibitors | 340,000 tested, 0.05% active; active = well fitted inhibition curve with a large enough effect in the signal ratio, with a control signal flat, not every such curve was filed as active; inconclusive = small, poorly fitted or top-dose-only effect, or effect the other way, or a change in a side signal; the % refers to the signal ratio;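 note: potency is the fitted concentration of half-maximal effect; plate controls were basal doxycycline-induced cells for no effect and cells given 10 µM MG132 for full effect; MG132 reads +100%, hits lower the ratio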
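Concentration-response series (up to 46 uM) were applied to TMD8 dual-reporter cells for 4 h at 37C with doxycycline. Green/red ratio, after filter-overlap correction, defined %Activity; red signal alone was normalised to basal cells and zero luminescence.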
KCNH2 3.1 inh: qHTS for Inhibitors of KCHN2 3.1: Mutant qHTS; AID 720553, 2013; 340,000 tested, 0.95% active; activity change, % (tested at about 1.8 µM); U2OS KCNH2 3.1, thallium flux FluxOr; hits give low values; Potassium voltage-gated channel subfamily H member 2, brain isoform KCNH2 3.1 (human);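 active = maximum activity change below -70%; inconclusive = maximum activity change from -70% to -50%; inactive = maximum activity change above -50%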;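 note: thallium influx rate constant from kinetic fluorescence after stimulation buffer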
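Thallium flux read-out: FluxOr dye with Red40 quencher in HBSS/HEPES, 45 min at RT. Rate constants from kinetic reads were normalized to positive and negative DMSO controls. Cells: U2OS virally expressing the 3.1 isoform.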
B2AR arrestin: qHTS assay of beta-arrestin-biased ligands of beta2-adrenergic receptor. Beta-2 adrenergic receptor (Homo sapiens), P07550. beta-arrestin recruitment to beta2AR, cell-based reporter. Potency, µM (titrated, usually from 46.1 µM), without a hit: at the top dose activation, actives largely listed as activators. 330,000 tested, 0.02% active. AID 492947, 2010;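 note: potency is the fitted concentration of half-maximal effect; 0% = DMSO controls and full agonism = EC100 isoproterenol or metaproterenol; nearly all actives have a fitted effect of over 65% in size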
Target sequence (P07550 whole entry, looked up): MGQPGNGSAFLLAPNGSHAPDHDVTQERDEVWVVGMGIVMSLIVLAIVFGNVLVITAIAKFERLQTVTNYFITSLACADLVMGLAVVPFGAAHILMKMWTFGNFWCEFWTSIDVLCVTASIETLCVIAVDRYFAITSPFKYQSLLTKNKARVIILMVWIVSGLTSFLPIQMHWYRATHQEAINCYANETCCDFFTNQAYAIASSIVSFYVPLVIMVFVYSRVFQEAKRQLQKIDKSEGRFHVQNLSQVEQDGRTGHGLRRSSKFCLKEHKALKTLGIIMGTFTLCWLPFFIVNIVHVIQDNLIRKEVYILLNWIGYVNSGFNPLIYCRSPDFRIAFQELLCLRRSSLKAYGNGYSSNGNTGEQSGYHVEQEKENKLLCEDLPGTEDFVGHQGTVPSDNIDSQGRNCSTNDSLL
KCNH2 WT inh: qHTS for Inhibitors of KCHN2 3.1: Wildtype qHTS | Voltage-gated inwardly rectifying potassium channel KCNH2 (Homo sapiens), Q12809 | activity change, % at 1.84 µM | AID 720551, 2013 | U2OS, BacMam KCNH2, thallium flux FluxOr; hits give low values | 340,000 tested, 0.37% active;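 active = maximum activity change below -70%; inconclusive = maximum activity change between -70% and -50%; inactive = maximum activity change above -50%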
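U2OS cells were transduced with wild-type KCNH2 virus (2.03 x 10^8 / mL) for 4 h at room temperature, then cultured overnight at 37 C. Thallium flux was read with FluxOr dye. Rate constants were normalized to DMSO controls.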
USP2a inh: qHTS Assay for Inhibitors of Ubiquitin-specific Protease USP2a Using CHOP2 as the Reporter. Ubiquitin carboxyl-terminal hydrolase 2 (Homo sapiens), O75604. USP2 core, Ub-CHOP2 coupled fluorogenic reporter, 485/531. AID 463254, 2010. Potency, µM (titrated, usually from 38.3 µM), inactives show top-dose activity change, negative = inhibition, hits mostly inhibitors. 330,000 tested, 0.01% active;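 note: potency is the fitted concentration of half-maximal effect; plate controls were DMSO wells for no effect and full inhibition by NEM control for full effect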
Target sequence (O75604 whole entry, looked up): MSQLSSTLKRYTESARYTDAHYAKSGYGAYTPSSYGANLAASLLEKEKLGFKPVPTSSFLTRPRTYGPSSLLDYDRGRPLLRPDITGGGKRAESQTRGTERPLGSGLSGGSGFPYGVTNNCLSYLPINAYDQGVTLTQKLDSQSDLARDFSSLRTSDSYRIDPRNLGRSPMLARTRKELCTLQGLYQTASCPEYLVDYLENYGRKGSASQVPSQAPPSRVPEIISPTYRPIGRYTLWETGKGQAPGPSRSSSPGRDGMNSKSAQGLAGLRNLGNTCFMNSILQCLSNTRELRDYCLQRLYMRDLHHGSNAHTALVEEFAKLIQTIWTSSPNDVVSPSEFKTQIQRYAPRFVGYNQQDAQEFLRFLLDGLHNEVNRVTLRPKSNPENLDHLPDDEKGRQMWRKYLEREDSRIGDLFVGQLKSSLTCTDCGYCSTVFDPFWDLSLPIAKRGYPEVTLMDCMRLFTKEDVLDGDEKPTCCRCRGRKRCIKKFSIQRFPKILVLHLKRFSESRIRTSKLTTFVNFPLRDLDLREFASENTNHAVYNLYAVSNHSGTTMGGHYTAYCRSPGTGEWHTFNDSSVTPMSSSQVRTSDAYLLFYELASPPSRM
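USP2 core (10nM final) preincubated 30min RT with compound in 20mM Tris-HCl pH 8.0, 2mM CaCl2, 2mM beta-mercaptoethanol, 0.05% CHAPS; 25nM Ub-CHOP2 plus 25nM reporter substrate added, fluorescence (Ex485/Em531) read after 60min.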
PKM2 activator: qHTS Assay for Activators of Human Muscle isoform 2 Pyruvate Kinase. purified PKM2, Kinase-Glo ATP luminescence, activation; response scale: 0% is enzyme alone, no compound. Potency, µM (titrated, usually from 57.5 µM), without a hit: at the top dose activation, actives largely listed as activators. 260,000 tested, 0.34% active. AID 1631, 2009; note: potency is the fitted concentration of half-maximal effect; nearly all actives have a fitted effect of over 55% in size
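Kinase-Glo luminescence reports ATP generated from ADP (0.1 mM) and PEP (0.5 mM) by purified hPK-M2 after 1 h at room temperature, pH 7.2 imidazole buffer; intermediate enzyme activity allows detecting inhibitors and activators.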
* marks the source's active call; other numbers are inactive results; ? = inconclusive; . = no result given; [ ] = another dose, or the depositor's remark. Unless noted, calls come from the whole dose curve; as a rule, active = well fitted curve in the direction sought with a large enough effect; inconclusive = small, poorly fitted or top-dose-only effect, or another doubt; inactive = no such curve, though single readings can be large; an effect the other way counts as inactive or inconclusive. Unless noted, % is set by controls: 0 for no effect and ±100 for the full control effect.

Values run as follows: B2AR arrestin | uPA surface inh | USP2a inh | Chronic BCR inh | PKM2 activator | KCNH2 WT inh | KCNH2 3.1 inh | GALK inh | Eya2 inh | FBPA coupling cs | Giardia killer
COc1cc(C)c(NC(=S)Nc2ccc(Cl)c(Cl)c2)cc1OC
→ 0.1% | -1% | -2% | 3% | -18% | -23 | 10 | 0% | -10% | -4 | 9
COC(=O)c1ccc(NC(=O)CN2CCN(c3ccccc3C)CC2)cc1
→ -0.7% | 1% | 2% | 12% | -9% | 0 | -7 | -2% | 2% | 4 | 8
CN(C)c1cccc(C(=O)OCCNC(=O)c2cccc(S(=O)(=O)N3CCOCC3)c2)c1
→ 0.4% | 0% | 2% | -6% | -13% | -1 | 10 | 0% | 6% | 0 | 27
O=C(COc1cccnc1[N+](=O)[O-])Nc1ccc2c(c1)OC(F)(F)O2
→ -1.0% | 1% | 3% | ? | 0% | 0 | -1 | . | -11% | 1 | -84*
CC(NC(=O)c1sc2ccccc2c1Cl)C1CCCO1 (stereo unspecified)
→ -0.4% | ? | 2% | ? | -2% | -3 | -20 | 1% | -1% | -1 | -2
Cc1ccc(C)c(NC(=O)CN(C)S(=O)(=O)c2ccc(F)cc2)c1
→ -0.2% | 3% | -1% | ? | 0% | 9 | 11 | -2% | 0% | -2 | 20
CC(=O)N/C(=C/c1ccc(OC(F)F)cc1)C(=O)O
→ -0.3% | 5% | 1% | 0% | 4% | -10 | . | 0% | 0% | 4 | 7
O=C(NNC(=O)c1cc(OCC(F)(F)F)ccc1OCC(F)(F)F)c1ccc(Cl)c(Cl)c1
→ -0.1% | 11% | -1% | 13% | 10% | 15 | -3 | -1% | 5% | 8 | 7
CCCNC(=O)c1cc(SC)ccc1Cl
→ -2.1% | -20% | 1% | 15% | -9% | -30 | 2 | 0% | -33% | 1 | -21
O=c1c2ccccc2nnn1CSc1nnc(Nc2ccccc2)s1
→ 0.0% | 1% | 1% | 0% | 0% | 2 | 19 | 3% | -6% | 2 | 7
CCOC(=O)c1ccc(NC(=O)C(=O)NCC2CCCO2)cc1 (stereo unspecified)
→ 0.2% | 3% | 4% | ? | 6% | -6 | 14 | -2% | -19% | . | -1
Cn1c(SCCC(=O)O)nnc1-c1ccncc1
→ -1.0% | -5% | 0% | 2% | 11% | 12 | 15 | -3% | 2% | -2 | -8
O=C(CCl)N1CCN(S(=O)(=O)Cc2ccccc2)CC1
→ -0.2% | ? | -4% | ? | . | 0 | 28 | . | 2% | . | 18
COc1cc(/C=C2\SC(=S)N(NC(=O)c3ccncc3)C2=O)ccc1O
→ -1.0% | -12% | 1% | ? | 0% | -11 | -13 | -1% | 2% | 8 | -20
C=CCn1c(Cc2cccs2)nnc1SCC(=O)NC1CC1
→ -0.6% | 8% | 0% | 0% | -7% | -8 | 4 | 2% | 4% | . | 3
Cc1cc(C)cc(Nc2nc3c([nH]2)c(=O)n(C)c(=O)n3C)c1
→ -0.1% | 4% | 3% | ? | -9% | . | 26 | -3% | -6% | 1 | 1
CC1CCCCC12NC(=O)N(Cn1nnc3ccccc3c1=O)C2=O (stereo unspecified)
→ -0.5% | 8% | 2% | -5% | -5% | -2 | 0 | 0% | -8% | 1 | -13
COc1ccccc1N(CC(=O)NC1CCCCC1)C(=O)CNC(=O)c1cccs1
→ 0.6% | -6% | 3% | ? | 3% | -9 | 17 | -2% | -16% | 1 | 10
CN(C(=O)c1ccncc1)C1CC(C)(C)N(O)C(C)(C)C1
→ -0.3% | 1% | -3% | 4% | -11% | -11 | -20 | -5% | -10% | -8 | -19
CC(C)c1nc(SCC(=O)NC2CCCC2)c2c(=O)n(C)c(=O)n(C)c2n1
→ -0.3% | -5% | 2% | 3% | 9% | 2 | -5 | 6% | 6% | . | 18
O=S(=O)(c1ccc(Br)cc1)N1CCOC12CCCCC2
→ -0.6% | 1% | -6% | 0% | -6% | 8 | 4 | 0% | -10% | -2 | 8
CSCC[C@H](NC(=O)COc1ccc(Cl)cc1Cl)c1nc2ccccc2[nH]1
→ 4.2% | -1% | -1% | ? | -8% | 11 | 0 | -2% | 1% | 1 | -26
O=C(CCN1CCN(Cc2ccccc2)CC1)Nc1cccc(Br)c1
→ 0.5% | 9% | 1% | -6% | . | 30 | -5 | 0% | -7% | 0 | -6
O=C(COC(=O)c1cc(S(=O)(=O)N2CCOCC2)c(Cl)cc1Cl)Nc1ncc(C(F)(F)F)cc1Cl
→ -0.1% | 3% | 2% | -2% | 3% | -6 | -7 | 1% | -9% | 5 | 5
COc1ccc(C2C3=C(CC(C)(C)CC3=O)Nc3c2c(=O)[nH]c(=O)n3Cc2ccccc2)cc1OC (stereo unspecified)
→ 0.5% | . | 4% | 7% | 3% | 3 | 18 | -1% | -1% | -2 | -12
O=C(COC(=O)CCN1C(=O)/C(=C\C=C\c2ccccc2)SC1=S)Nc1ccc(Br)cc1
→ 0.3% | -8% | 5% | . | 2% | -5 | -8 | 1% | 15% | -1 | -2
COc1ccc(S(=O)(=O)N(C)c2ccc(C(=O)N3CCN(C)CC3)cc2)cc1
→ 0.4% | 2% | 2% | 0% | 3% | 4 | -2 | -6% | 11% | 2 | 1
Cn1c(=O)c2c(nc(-n3ccnc3)n2Cc2ccc(Cl)cc2Cl)n(C)c1=O
→ -0.6% | -9% | 0% | -1% | 5% | 6 | 2 | 5% | -2% | 0 | -11
CC(CCC(=O)O)C1CCC2C3C(O)CC4CC(O)CCC4(C)C3CC(O)C12C (stereo unspecified)
→ 0.3% | 9% | -6% | ? | -1% | -48 | -1 | . | 5% | 8 | 12
CCOc1ccc(NC(=O)c2ccc(Cl)c(NC(=O)c3ccco3)c2)cc1
→ -0.3% | -5% | 4% | 0% | 2%[11.5 µM] | -4 | -3 | -1% | 2% | -1 | 5

(listing goes on)
Values run as follows: B2AR arrestin | uPA surface inh | USP2a inh | Chronic BCR inh | PKM2 activator | KCNH2 WT inh | KCNH2 3.1 inh | GALK inh | Eya2 inh | FBPA coupling cs | Giardia killer
COc1ccc(CC(=O)NNC(=O)c2ccccn2)cc1
→ 0.4% | -8% | -1% | 2% | 0% | 6 | 0 | -4% | 8% | 0 | -11
COc1cc(SC)ccc1C(=O)OCc1nc2ccsc2c(=O)[nH]1
→ -1.2% | 30%[activator] | 1% | ? | . | -9 | 11 | . | -5% | . | -5
CCCCCCOc1ccc(OCC(O)CN2C(=O)NC(C)(C)C2=O)cc1 (stereo unspecified)
→ -0.3% | 8% | -5% | ? | -2% | -16 | 7 | 0% | -6% | 4 | 1
Cc1ccc(OCCNC(=O)c2cc(C3CC3)nc3c2cnn3C(C)C)cc1
→ -0.1% | 10% | 3% | ? | . | 3 | 1 | . | -10% | . | 33[activator]
CCCCn1nc(CC(=O)O)c2ccccc2c1=O
→ 0.0% | . | 1% | 0% | -1% | -7 | 19 | -3% | 2% | -2 | -8
COc1nc(C#N)c(N2CCOCC2)o1
→ 0.1% | 1% | 4% | -2% | 4% | 13 | 10 | -1% | 4% | 1 | 0
Cc1occc1C(=O)Nc1nn[nH]n1
→ 0.0% | 5% | 2% | 0% | 2% | -8 | -6 | 3% | -17% | 1 | -6
CCC(C)[C@H](NC(=O)N1CCn2c1nc1ccccc12)C(=O)NCC1CCCO1 (stereo partly specified)
→ 0.2% | 8% | -2% | ? | . | -8 | -10 | 4% | -29% | 1 | -13
NC(=O)c1cccc(S(=O)(=O)N2CC(c3ccccc3)CC2=O)c1 (stereo unspecified)
→ 0.1% | -1% | -1% | -1% | -1% | -11 | 8 | 2% | 21% | 2 | -14
COCCN(C(=O)COC(=O)C1=COCCO1)c1c(N)n(Cc2ccccc2)c(=O)[nH]c1=O
→ 0.4% | -1% | -3% | 7% | 3% | -3 | 11 | -2% | -2% | . | 9
CCC(c1nnnn1Cc1ccccc1)N1CCN(c2ccc(OC)cc2)CC1 (stereo unspecified)
→ -0.7% | -10% | -1% | -4% | -1% | . | 2 | 7% | 3% | 2 | -9

Bioassay records deposited in PubChem by National Center for Advancing Translational Sciences (NCATS).
